# Assay outcomes: PubChem, several laboratories
# GPR55 beta-arrestin: GPR55 agonists via beta-arrestin recruitment, primary screen, imaging, U2OS cells, beta-arrestin-GFP redistribution (AID 1961); U2OS GPR55 beta-arrestin-GFP redistribution imaging; higher % means a stronger effect; activation, % at 10 µM, or EC50 in µM where a hit was titrated; 290,000 tested, 0.048% active;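 active = activation above 40% with more than 50 cells counted in the well; inconclusive = wells holding fewer than 50 cells, flagged as toxic or sparse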;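 also: U2OS osteosarcoma cells stably expressing GPR55 and beta-arrestin-GFP; plate controls were DMSO negative control for no effect and LPI positive control for full effect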
# T cell modulator: T cell immune modulation candidate; calls only at 7 µM; AID 2052; 330,000 tested, 0.068% active; 2C CD8+ T cell-vesicle binding, flow cytometry; active compounds read low;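 active = response, share of CD8 T cells binding vesicles, and their 90th percentile fluorescence all below set limits, cut at about 80% in these data, passing the limit was not always enough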
#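 material = purified 2C TCR transgenic mouse naive CD8+ T cells | controls = Unloaded micro-vesicles (low), QL9 vesicles with 0.7% DMSO (high) | detection = cytometric PE anti-B7-1 and Alexa647 anti-CD8 signals after 1% paraformaldehyde fixation | incubation = binding step 1.5 h, 37 °C, antibody labelling 20 min, ice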
# GPR55 antagonists: inhibition of LPI-stimulated GPR55 beta-arrestin translocation – imaging, U2OS, beta-arrestin-GFP, LPI agonist, primary screen (AID 2013) | one-dose inhibition, % at 10 µM; IC50 in µM for titrated hits | U2OS GPR55 beta-arrestin-GFP translocation imaging, LPI antagonism; higher % means a stronger effect | 290,000 tested, 0.13% active;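 active = spots per cell inhibited over 60%, with over 100 cells counted and total cytoplasm intensity under 500,000; inconclusive = wells with under 100 cells, flagged as likely toxic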;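 also: U2OS cells stably carrying GPR55 and arrestin-GFP stimulated by 5 µM LPI near EC80; imaged beta-arrestin-GFP aggregate spots per cell after agonist stimulation; plate controls were LPI-stimulated DMSO wells for no effect and DMSO wells without LPI for full effect; some results filed as inactive read as strong as hits; confirmed hits need IC50 under 10 µM and bright autofluorescent wells are also inconclusive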
# PhoP inhibition: inhibitors of PhoP regulon expression, primary screen, Salmonella Typhimurium, GFP reporter (AID 1863); S. Typhimurium PhoP-regulated promoter GFP reporter, 4 h; higher % means a stronger effect; one-dose inhibition, % at 50 µM; IC50 in µM for titrated hits; 300,000 tested, 0.16% active;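 active = inhibition over 29.93%, a cutoff 3 SD above the screen mean, later confirmed by dose response; inconclusive = inhibition over 29.93% but no dose response follow-up; inactive = inhibition at most 29.93% or unconfirmed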;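 also: 0% = low Mg2+ inducing control and 100% = high Mg2+ repressing control; strong numbers were not always called active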
# GPR35 arrestin U2OS: inhibition of zaprinast-stimulated GPR35 beta-arrestin translocation – imaging, U2OS, beta-arrestin-GFP, zaprinast agonist, primary screen (AID 2058) | U2OS GPR35 beta-arrestin-GFP translocation imaging, zaprinast antagonism; higher % means a stronger effect | inhibition, % at 10 µM; hits with a dose series show IC50 in µM | 290,000 tested, 0.052% active;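 active = inhibition of at least 50% with at least 30 cells and total cytoplasm GFP at most 10,000,000; inconclusive = under 30 cells or total GFP of 10,000,000 plus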
# West Nile virus CPE: inhibition of WNV-induced cytopathic effect – cell-based, CPE readout (AID 1621). one-dose CPE inhibition, % at 10 µM; IC50 in µM for titrated hits. West Nile virus-infected cells, CPE inhibition; higher % means a stronger effect. 290,000 tested, 0.02% active; in the data active = a potency from the dose series; inconclusive = CPE inhibition mostly from about 3.7% at the one dose, without a potency; inactive = the rest, 99 in 100 with CPE inhibition below about 2.2%; also: strong numbers were not always called active
# KOR beta-arrestin-1: KOR agonists, beta-arrestin recruitment, primary screen, cell-based, luminescence, uHTS (AID 1777); KOR beta-arrestin recruitment, luminescence; higher % means a stronger effect; one-dose activation, % at 10 µM; EC50 in µM for titrated hits; 280,000 tested, 0.02% active; in the data active = activation above about 50%, passing the limit was not always enough; also: a part of the inactive calls stands beside numbers as strong as those of hits
# KOR beta-arrestin-2: KOR antagonists, beta-arrestin recruitment, cell-based, luminescence, uHTS (AID 1778). KOR beta-arrestin recruitment, luminescence, antagonist mode; higher % means a stronger effect. inhibition, % at 10 µM; hits with a dose series show IC50 in µM. 290,000 tested, 0.091% active; in the data active = inhibition above about 50%; also: strong numbers were not always called active
# NTR1 ag: agonists of NTR1, primary screen, imaging, U2OS cells, beta-arrestin-GFP, high content (AID 493036); NTR1-U2OS beta-arrestin-GFP spot imaging, agonist mode; P30989; activation, % at 20 µM; 330,000 tested, 0.17% active;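 active = activation at or above 40% of the spot to cytoplasm intensity ratio, with at least 20 cells analyzed; inconclusive = wells under 20 cells, flagged as cytotoxic or low count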;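 also: 0% = DMSO without peptide and 100% = 100 nM NTR1 peptide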
# Target sequence (P30989 whole entry, looked up): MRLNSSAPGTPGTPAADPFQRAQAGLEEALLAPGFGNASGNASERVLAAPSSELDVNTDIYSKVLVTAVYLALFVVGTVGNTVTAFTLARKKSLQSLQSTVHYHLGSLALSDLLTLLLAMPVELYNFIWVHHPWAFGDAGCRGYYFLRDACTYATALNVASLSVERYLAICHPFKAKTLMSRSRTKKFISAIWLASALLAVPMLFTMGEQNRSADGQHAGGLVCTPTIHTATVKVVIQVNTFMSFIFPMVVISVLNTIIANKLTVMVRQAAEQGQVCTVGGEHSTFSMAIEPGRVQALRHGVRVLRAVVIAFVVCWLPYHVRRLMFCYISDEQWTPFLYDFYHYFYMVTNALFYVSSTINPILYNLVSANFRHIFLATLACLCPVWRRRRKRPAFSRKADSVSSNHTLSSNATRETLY
# T cell modulator vesicle-bound %: also measured in T cell modulator; calls as there; double positive events, %; measured here: CD8+ vesicle-bound cell fraction;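 binding gate set so that unloaded-vesicle control wells show 10% double positive cells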
# NTR1 ag cell count 20 µM: second read-out of NTR1 ag, no call of its own (marks repeat the call); cell count; measured here: cell count, cytotoxicity flag
# Starred values were filed as active, the others as inactive; i = inactive; u = inconclusive; x = not tested or not shown; [ ] = another dose, or the depositor's remark.
SMILES,GPR55 beta-arrestin,T cell modulator,T cell modulator vesicle-bound %,GPR55 antagonists,PhoP inhibition,GPR35 arrestin U2OS,West Nile virus CPE,KOR beta-arrestin-1,KOR beta-arrestin-2,NTR1 ag,NTR1 ag cell count 20 µM
COc1ccccc1NC(=O)C(Sc1ccccc1)c1ccccc1 (centres undefined),0.2%,i,42,7%,u,1%,0.4%,4.6%,23%,10,71
CN(C)c1ncc(S(=O)(=O)c2ccc(Cl)cc2)c(-c2ccccc2)n1,0.0%,i,47,8%,1%,6%,-1.0%,4.7%,-2%,3.9,81
CC(=O)C1=C(O)C(=O)N(C2CCCCC2)C1c1ccccc1 (centres undefined),-0.1%,i,5,2%,-6%,10%,0.2%,1.8%,15%,0.2,36
CN(C)c1ccc(/C=N/NC(=O)COc2ccccc2)cc1,-0.3%,i,36,9%,6%,9%,0.1%,-2.7%,14%,3.1,56
CCc1ccccc1NC(=O)NCc1ccccn1,0.3%,i,66,-3%,-2%,10%,-0.2%,-3.6%,22%,0.8,64
O=S(=O)(c1ccccc1Br)N1CCN(c2ncccn2)CC1,-0.1%,i,45,0%,2%,0%,1.1%,-2.2%,-1%,2.2,41
CS(=O)(=O)Nc1cccc(C(=O)CC2(O)C(=O)Nc3ccccc32)c1 (centres undefined),-0.2%,i,49,3%,-1%,-5%,1.3%,-13%,-4%,-0.1,74
CCc1ccc(Oc2cc(C)nc(N)n2)cc1,0.4%,i,23,-4%,-4%,2%,0.0%,-1.6%,-12%,-0.9,82
Cc1cc(C)cc(N(CC(=O)Nc2ccc(-c3nc4ccc(C)cc4s3)cc2)S(C)(=O)=O)c1,0.0%,i,44,16%,-1%,-6%,-0.6%,5.0%,10%,2.0,38
CCN(C(=O)CSc1nnc(-c2cccs2)n1CC)C1CCS(=O)(=O)C1 (centres undefined),0.0%,i,60,4%,-8%,-7%,0.3%,3.7%,3%,2.8,57
CCOc1ccc(N=C2NC(=O)/C(=C/C(=O)OC)S2)cc1,-0.2%,i,39,8%,-13%,-3%,-1.3%,9.0%,-44%,0.2,76
Cc1ccc(C)c(NC(=O)CN(C)C(=O)c2cccc(S(=O)(=O)N3CCN(Cc4ccccc4)CC3)c2)c1,0.0%,i,9,-4%,-4%,-5%,-1.3%,-2.3%,23%,-0.4,65
CCOC(=O)CN(C(=O)COc1ccc2c(C)cc(=O)oc2c1)c1ccc(OCC)cc1,0.5%,i,59,17%,0%,11%,-0.8%,x,-52%[20 µM],0.5,68
CCOC(=O)[C@@H]1[C@H]2COc3cc(OC)ccc3[C@@H]2N2C(=O)N(c3cccc(F)c3)C(=O)[C@]12C,0.3%,i,17,1%,-10%,2%,-1.3%,-4.3%,-9%[20 µM],-0.6,92
Cc1occc1C(=O)Nc1cccc(C(=O)O)c1,0.0%,i,38,14%,-28%,-11%,0.3%,7.5%,-24%,0.6,76
Cc1cc(NC(=O)c2cccc(S(=O)(=O)N3CCCCCC3)c2)n(-c2ccccn2)n1,-0.1%,i,57,6%,12%,16%,0.6%,-6.0%,-5%,1.0,69
O=S(=O)(NC1CCCCCC1)c1ccc(Br)s1,-0.1%,i,61,18%,5%,0%,-0.6%,-3.9%,-5%,3.0,45
Cc1ccc(N(C(=O)C(F)(F)F)C(C(=O)NC2CCCCC2)c2ccncc2)cc1C (centres undefined),-0.1%,i,50,8%,-1%,2%,-1.1%,5.8%,-25%,1.6,71
NC(=O)CC(NC(=O)c1ccc(Br)cc1)c1ccc(N2CCN(c3ccc(F)cc3)CC2)c([N+](=O)[O-])c1 (centres undefined),-0.1%,i,23,-6%,5%,5%,0.1%,-2.3%,30%,0.6,43
CCOC(=O)N1CCC(c2nc(C)sc2C(=O)O)CC1,-0.1%,i,19,-2%,5%,27%,0.7%,6.1%,-57%,3.2,60
COc1ccc2c(C)c(CCC(=O)NC3CC3)c(=O)oc2c1C,-0.1%,i,33,16%,x,-4%,-1.3%,-4.6%,12%[20 µM],5.4,77
Cc1cc2c(cc1C)NC(c1cccnc1)C1=C(CC(C)(C)CC1=O)N2 (centres undefined),0.1%,i,34,-2%,3%,6%,0.8%,13%,-6%,-1.0,20
COc1ccc(NC(=O)Cn2nnc(C(=O)NCc3cccs3)c2N)cc1,-0.1%,i,12,13%,-13%,-10%,0.1%,-0.3%,-32%,-1.5,66
CC(=O)Oc1ccc2c3c(c(=O)oc2c1)CCCC3,-0.2%,i,10,6%,-5%,2%,-0.5%,-6.0%,-11%[20 µM],0.8,63
Cc1cc(=S)[nH]c2c(C)cccc12,0.6%,i,49,-1%,-9%,5%,0.2%,-3.5%,-25%,-0.8,34
CCOC(=O)C1CCN(C(=O)Cn2nc(C)n3cccc3c2=O)CC1,0.0%,i,19,6%,11%,32%,0.4%,2.1%,-5%,-0.8,71
COc1ccc(NC(=O)C(NC(=O)CNC(C)=O)c2ccc(C)cc2)cc1 (centres undefined),-0.1%,i,6,-9%,9%,5%,-0.3%,-1.0%,28%,-0.3,86
Cc1cc(Sc2nnc(N)s2)c2ccccc2n1,-0.1%,i,27,-5%,-2%,32%,u,x,5%,-0.4,52
CC(C)N(C(=O)CSc1nnnn1-c1ccc2c(c1)OCO2)C(C)C,0.3%,i,46,0%,0%,9%,-0.3%,-0.3%,-11%,-0.3,82
CCCOc1ccc(Cl)cc1Nc1nc(NCCO)nc(N2CCCC2)n1,x,i,26,x,-1%,x,0.4%,x,x,27,66
CC(C)C(NC(=O)c1ccccc1F)C(=O)NCCc1ccccn1 (centres undefined),-0.3%,i,34,0%,5%,-1%,0.0%,-5.2%,3%,0.8,60
CCCCCCCc1c(O)nc(SCC(=O)O)[nH]c1=O,-0.1%,i,25,3%,-4%,-5%,-0.1%,-0.7%,-12%,0.5,74
O=C(NC(=S)NNC(=O)c1ccccc1O)c1cccs1,0.5%,i,11,6%,3%,8%,-0.5%,0.7%,16%,-0.4,43
COc1ccc(C2/C=C\CN(C(=O)Nc3ccccc3)CC(=O)N2Cc2ccc(F)cc2)cc1 (centres undefined),0.6%,x,x,9%,-4%,2%,-0.4%,2.9%,12%,4.5,93
O=C(/C=C/c1ccc(Cl)cc1)N1CCOCC1,-0.2%,i,33,0%,-3%,-4%,0.1%,-1.1%,-28%,1.4,67
CC(C)(C)C1(c2ccccc2)NC(=O)N(CC(=O)N2CCOCC2)C1=O (centres undefined),-0.4%,i,53,2%,-8%,-9%,0.1%,-2.5%,34%,0.6,73
COc1ccc(/C=N/NS(=O)(=O)c2ccc(NC(C)=O)cc2)cc1,-0.1%,i,53,15%,-7%,8%,0.1%,1.7%,27%,-1.8,63
Cc1cc(C)cc(NS(=O)(=O)c2c(C(=O)N3CCOCC3)c(C)n(C)c2C)c1,-0.3%,i,12,4%,-3%,-2%,-0.5%,-4.4%,-31%,-0.6,65
Cc1oc(-c2cccc(Br)c2)[n+]([O-])c1C,-0.2%,i,42,-4%,9%,-5%,0.1%,-3.8%,-44%,-0.4,63
CC(=O)Nc1cc(NC(C)=O)cc(-c2nc3ccccc3[nH]2)c1,-0.3%,i,28,4%,-2%,-13%,0.6%,-6.1%,29%[20 µM],2.0,40
COc1ccc(OCc2cc(C(=O)N(C)CC3CCCCO3)no2)c(Cl)c1 (centres undefined),0.2%,i,25,17%,-6%,-18%,-1.5%,0.0%,1%,1.9,65
CCOc1ccc(Nc2cc(C)nc(N3CCOCC3)n2)cc1,0.6%,i,39,0%,15%,0%,-0.1%,0.4%,9%,-0.9,36
CCOC(=O)c1ccc(N2C(=O)CC(C3CCCO3)C2=O)cc1 (centres undefined),-0.2%,i,22,-3%,-1%,-11%,0.0%,-7.5%,-11%,-0.1,42
Cc1ccc(C(C(=O)NCc2ccc(F)cc2)N(C(=O)c2csnn2)C2CC2)o1 (centres undefined),-0.1%,i,53,1%,0%,-8%,-1.4%,-0.4%,5%,-1.7,76
O=C(CSc1ccccn1)N/N=C/c1cc([N+](=O)[O-])ccc1O,0.8%,i,12,8%,58µM*,2%,0.5%,-2.1%,-4%,-0.4,72
Cc1cc(OC(=O)c2ccccc2)n(CCC#N)n1,0.0%,i,45,11%,-4%,2%,0.1%,-3.8%,8%,1.1,85
CCOC(=O)N1CCN(C(=O)CCS(=O)(=O)c2ccc3c(c2)CC(C)N3C(=O)CC)CC1 (centres undefined),-0.1%,i,41,-4%,-12%,-13%,-0.3%,-2.2%,13%,-1.3,51
O=C(CSC1=Nc2ccccc2C2=NC(c3ccccc3)C(=O)N12)NC1CCCCC1 (centres undefined),0.3%,i,23,5%,16%,7%,-0.5%,-6.9%,-26%,0.6,80
COc1ccc(/C=C/C(=O)N2CCN(S(=O)(=O)/C=C/c3ccccc3)CC2)cc1OC,0.6%,i,24,6%,-5%,1%,-0.4%,3.1%,-46%,2.7,51
COc1cc2nc(-c3ccc(Br)o3)oc(=O)c2cc1OC,-0.2%,i,38,-18%,2%,-2%,0.4%,-0.2%,-49%,0.0,56
COc1ccc(CNCc2c(F)cccc2F)cc1OC,-0.2%,i,58,2%,-1%,2%,-0.6%,-4.6%,0%,-0.1,69
CC(C)CNC(=O)c1ccccc1NC(=O)c1ccccc1N(C)S(=O)(=O)c1ccccc1,0.1%,i,62,-3%,-7%,1%,-0.7%,-1.6%,28%,-1.4,93
O=C(NC1CCCC1)c1ccc(COCC(F)(F)F)o1,-0.1%,i,30,-7%,0%,-14%,-1.0%,4.7%,16%,0.5,38

# Three structures out of the list, arranged by molar mass, rising:
SMILES,GPR55 beta-arrestin,T cell modulator,T cell modulator vesicle-bound %,GPR55 antagonists,PhoP inhibition,GPR35 arrestin U2OS,West Nile virus CPE,KOR beta-arrestin-1,KOR beta-arrestin-2,NTR1 ag,NTR1 ag cell count 20 µM
Cc1cc(OC(=O)c2ccccc2)n(CCC#N)n1,0.0%,i,45,11%,-4%,2%,0.1%,-3.8%,8%,1.1,85
COc1cc2nc(-c3ccc(Br)o3)oc(=O)c2cc1OC,-0.2%,i,38,-18%,2%,-2%,0.4%,-0.2%,-49%,0.0,56
COc1ccc(/C=C/C(=O)N2CCN(S(=O)(=O)/C=C/c3ccccc3)CC2)cc1OC,0.6%,i,24,6%,-5%,1%,-0.4%,3.1%,-46%,2.7,51
